Screening data: PubChem, Sanford-Burnham Center for Chemical Genomics
Gli-Sufu block: blocks Gli-Sufu signaling in a luciferase reporter | inhibition, % at 5 µM | AID 588413 | Sufu-KO-LIGHT fibroblasts, Gli luciferase reporter luminescence | hit rate 0.74% among 340,000;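 active means inhibition above about 55%, limit read from the data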;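 further: 0% = DMSO-treated cells and 100% = wells with medium but no cells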
CXCR6 inh: blocks human CXCR6 beta-arrestin recruitment; AID 602244; O00574; hit rate 0.36% among 360,000; CHO-K1 PathHunter CXCR6 beta-arrestin, luminescence; inhibition, % at 20 µM; in the data active means inhibition above about 34%, passing the limit was not always enough;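 further: antagonist mode with CXCL16 agonist at 10 nM final; 0% = 10 nM CXCL16 with DMSO and 100% = unstimulated wells without agonist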
Target sequence (O00574 whole entry, looked up): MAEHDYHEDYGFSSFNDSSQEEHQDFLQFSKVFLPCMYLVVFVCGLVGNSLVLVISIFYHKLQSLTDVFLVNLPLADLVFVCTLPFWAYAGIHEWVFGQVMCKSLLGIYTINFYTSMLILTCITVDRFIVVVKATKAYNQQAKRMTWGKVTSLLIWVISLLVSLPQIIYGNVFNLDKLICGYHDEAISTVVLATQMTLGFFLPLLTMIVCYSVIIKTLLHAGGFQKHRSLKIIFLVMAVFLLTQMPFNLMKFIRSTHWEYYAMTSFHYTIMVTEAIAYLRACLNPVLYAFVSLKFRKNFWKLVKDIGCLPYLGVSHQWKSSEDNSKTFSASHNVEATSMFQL
EBI2 block: blocks human EBI2 receptor beta-arrestin signaling; P32249; EBI2 beta-arrestin recruitment, luminescence, 7a,25-OHC stimulated; inhibition, % at 5 µM; hit rate 0.81% among 360,000; in the data active means inhibition above about 38%;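 further: enzyme fragment complementation signal reports receptor beta-arrestin coupling in cells; 0% = agonist plus DMSO wells and 100% = wells without agonist; some results beyond the cut were filed as inactive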
Target sequence (P32249 whole entry, looked up, the tested form may be a part): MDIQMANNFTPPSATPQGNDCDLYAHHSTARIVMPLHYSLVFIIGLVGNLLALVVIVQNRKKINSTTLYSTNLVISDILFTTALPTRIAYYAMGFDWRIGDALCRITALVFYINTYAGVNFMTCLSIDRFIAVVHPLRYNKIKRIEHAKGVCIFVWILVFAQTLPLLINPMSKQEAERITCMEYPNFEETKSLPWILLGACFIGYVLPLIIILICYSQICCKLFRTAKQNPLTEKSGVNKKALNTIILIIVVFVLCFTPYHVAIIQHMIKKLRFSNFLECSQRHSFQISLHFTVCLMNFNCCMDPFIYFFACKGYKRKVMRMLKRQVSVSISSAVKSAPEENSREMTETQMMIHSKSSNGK
ATG4B inhibitor: blocks human ATG4B protease cleavage of LC3 substrate. ATG4B cleavage of LC3-PLA2, NBD-HPC fluorescence, 1 h. hit rate 0.51% among 340,000. Q9Y4P1. AID 504462. inhibition, % at 8.33 µM; in the data active means inhibition above about 40%
CCR6 antagonist: blocks CCL20-driven beta-arrestin recruitment at human CCR6 | CHO-K1 CCR6 PathHunter beta-arrestin, luminescence, CCL20-stimulated | inhibition, % at 20 µM | AID 493098 | hit rate 0.49% among 340,000 | P51684;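 active means compounds whose inhibition of the agonist-driven luminescence signal at 20 µM reaches about 50%, limit read from the data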;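 further: cells stimulated with CCL20 at 14 nM final; plate controls were DMSO with CCL20 for no effect and DMSO without agonist for full effect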
UBC13 polyUb: inhibitors of human UBC13 polyubiquitin chain formation | P61088 | TR-FRET | inhibition, % at 20 µM | hit rate 0.47% among 330,000; in the data active means inhibition above about 45%, passing the limit was not always enough
Target sequence (P61088 whole entry, looked up): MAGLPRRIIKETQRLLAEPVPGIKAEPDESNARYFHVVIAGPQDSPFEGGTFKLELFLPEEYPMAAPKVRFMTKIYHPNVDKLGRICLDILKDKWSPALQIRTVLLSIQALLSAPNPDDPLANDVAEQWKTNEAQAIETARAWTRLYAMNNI
APJ antag: APJ receptor antagonism. CHO-K1 APJ beta-arrestin complementation, luminescence. hit rate 0.32% among 330,000. P35414. inhibition, % at 20 µM. AID 2521;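 active means inhibition above about 40% at 20 µM, limit read from the data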;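 further: cells challenged with 10 nM apelin-13 agonist together with compound; plate controls were apelin-13 plus DMSO wells for no effect and DMSO wells lacking apelin-13 for full effect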
APJ ag: activates the human apelin receptor APJ | CHO-K1 APJ PathHunter beta-arrestin, luminescence; 0% DMSO wells, 100% apelin | activation, % at 20 µM | hit rate 0.11% among 330,000;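 active means activation more than six SD over the plate average, tested at 20 µM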;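 further: 0% = DMSO alone and 100% = apelin-13 at 10 nM; some results filed as inactive read as strong as hits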
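Assay system: CHO-K1 cells stably expressing ProLink-tagged human APJ and arrestin–beta-gal acceptor. Compound dosing: 20 µM single point, 1% DMSO. Times: 16-18 h seeding, 90 min dark compound exposure, 60 min detection. Detection: beta-gal luminescence. Evaluation: APJ–arrestin association signal. Controls: negative DMSO alone, positive Apelin-13 at 10 nM.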
An asterisk follows results filed as active; x = no result given.

SMILES	Gli-Sufu block	CXCR6 inh	EBI2 block	ATG4B inhibitor	CCR6 antagonist	UBC13 polyUb	APJ antag	APJ ag
COc1ccc(NS(=O)(=O)c2cccs2)c(OC)c1	-1	1	-3	-7	-7	9	-8	-3
COc1ccc(Cl)cc1NC(=S)NCc1ccccn1	1	-5	-10	-4	14	9	3	-1
N#CCc1ccc(Oc2ccc([N+](=O)[O-])cn2)cc1	1	4	-3	-8	-5	5	5	-3
Cc1cc(C)c(S(=O)(=O)N2CCC(C(=O)NCc3ccco3)CC2)c(C)c1	-2	-1	3	1	1	1	-5	-2
CCCCn1cnc2c(SCc3ccc([N+](=O)[O-])cc3)nc(N)nc21	-3	0	2	-6	10	x	x	x
CCN1CCC(O)(C(C(=O)O)c2ccccc2)CC1 (configuration not stated)	2	6	7	4	7	x	x	x
CCOC(=O)N1CCC(N2C(=O)c3ccc(C(=O)Nc4ccc(OC)cc4)cc3C2=O)CC1	-1	-11	43	-11	9	-2	10	-2
N/C(=N\OC(=O)/C=C/c1ccccc1Cl)c1ccccn1	-62	-8	-11	0	10	-8	5	-2
N=c1c(S(=O)(=O)c2ccc(F)cc2)cc2c(=O)n3ccccc3nc2n1CC1CCCO1 (configuration not stated)	12	4	3	0	19	-10	5	-2
OCC[C@@H]1C[C@H](O)[C@@H](O)[C@]2(CCCCO2)O1	-8	9	-3	2	6	2	11	4
O=C(NCCOc1ccccc1)C1Nc2ccc(C(F)(F)F)cc2C2c3ccccc3CC12 (configuration not stated)	-6	-1	15	2	-6	17	4	-1
COc1cc(CCCN2CCNC[C@@H]2CC2CCCCC2)cc(OC)c1OC	24	5	4	-1	-9	16	0	-1
CCOc1ccc(S(=O)(=O)Nc2ccc(C(=O)N3CCCC3)cc2)cc1C(N)=O	-4	-2	8	7	-3	-10	31	2
Cc1cc(=O)[nH]c(/N=C(\N)Nc2ccc3c(c2)OCCO3)n1	-5	-2	-12	-4	6	4	-2	-3
Cc1c(-c2ccc(F)cc2)nc(N)c(C#N)c1-c1cccs1	8	12	15	10	10	7	0	-2
COc1ccc2cc(C(c3nnnn3C(C)(C)C)N3CCSCC3)c(=O)[nH]c2c1 (configuration not stated)	6	-5	-4	-2	-8	-14	18	0
COc1ccccc1NC(=O)C[n+]1ccccc1C	-7	-2	8	-6	5	-1	-5	0
O=C(Nc1ccc2c(c1)OCO2)C1CCCCN1S(=O)(=O)c1ccc(F)cc1 (configuration not stated)	5	-14	-2	-3	7	-6	0	-2
Cc1[nH]c(=O)[nH]c(=O)c1/C=N/NC(=O)CCNC(=O)OC(C)(C)C	-1	1	-3	-4	6	-5	-15	1
O=C(COc1ccc(Cl)cc1)OCC(=O)N1CCOCC1	1	-2	-3	-5	0	0	-5	-1
CN(CCC1CCCCO1)C(=O)c1cc(COc2ccc(F)cc2F)on1 (configuration not stated)	0	-4	10	3	16	-5	28	-5
Cc1cc(C(=O)Nc2ccc(S(=O)(=O)Nc3onc(C)c3C)cc2)cs1	0	1	-10	4	-15	-24	-15	3
Cn1c2ccc(F)cc2c2ncn(CCCN(CCO)CCO)c(=O)c21	-3	4	-3	-8	-31	9	-7	0
O=C(C(Cl)Cl)N1CCN(Cc2ccccc2)CC1	3	8	-19	-3	-7	7	-3	1
CCOC(=O)c1[nH]c2c(c1C)C(=O)CC(c1ccc(OCC)c(OC)c1)C2 (configuration not stated)	8	11	1	-6	0	4	-6	0
CCn1c(=O)cc(OCC(=O)NCc2cccnc2)c2ccccc21	4	6	3	1	8	-18	-3	-3
COc1ccc(Nc2cccc3ccccc23)cc1	-12	-6	1	-1	8	1	-91	15
CS(=O)(=O)N1CC(C(=O)NC2CC2)Oc2ccc(Cl)cc21 (configuration not stated)	10	-8	-12	-8	9	6	12	-5
CC(C)(C)c1ccccc1OCC(=O)Nc1ncn[nH]1	2	-1	-11	-6	-2	-22	8	-4
CC(C)C(=O)Nc1c(-c2ccccc2Cl)c(=O)c2ccccc2n1C	0	-11	-4	3	1	4	3	0
COc1ccc(Cl)cc1NC(=O)CN(C)C(=O)c1cc(-c2cccs2)nn1-c1ccccc1	6	10	12	0	6	4	26	0
Cn1c(=O)n(CCCOc2ccc(Br)cc2)c2ccccc21	-9	13	-2	-13	20	14	18	-5
O=C(COC(=O)c1cc(=O)[nH]c2ccccc12)Nc1ccccc1F	-3	-9	13	-6	-3	3	13	-5
CCN1CCN(S(=O)(=O)c2cc(OCC(=O)NC3CCCCC3)c(C)cc2Cl)CC1	6	-1	-10	-10	14	-12	10	-2
Cc1nc(NS(=O)(=O)c2ccccc2)sc1NC(=O)OCCN(C)C	-4	-5	-13	-3	-1	2	-15	1
Cc1ccc(NC(=O)CSc2ccc3nnc(-c4ccccn4)n3n2)cc1	6	2	20	-1	7	-4	23	1
Cc1cc(-c2c(C)[nH]n(-c3ccc(Cl)cc3)c2=O)n(-c2ccc(Cl)cc2)n1	6	-6	-5	-8	8	7	-9	-2
C=CCN(CC=C)S(=O)(=O)c1ccc(NC(=S)NC(=O)/C=C/c2ccccc2)cc1	4	13	35	1	49	-14	26	-4
CCn1c(N)c(C(=O)NCc2ccc3c(c2)OCO3)sc1=S	9	4	1	0	35	-9	-9	-1
Fc1cccc(/C=N/Nc2nncc3ccccc23)c1	-98	-5	7	0	-9	-9	8	-3
C=CCn1c(=O)c(C(=O)NCCc2ccccc2)c(O)c2ccccc21	-5	-6	8	-1	2	9	16	-2
Cc1nnc(SCc2ccccc2C#N)n1-c1ccccc1	-3	1	9	-3	1	4	16	-5
C[C@H](NC(=O)c1cc2c([nH]c3ccccc32)c(-c2ccccc2)n1)C(=O)O	5	-1	2	7	10	7	7	-2
COc1ccc(/C=C/C(=O)c2ccc(NS(=O)(=O)c3ccc(C)cc3)cc2)cc1O	8	-1	35	-16	24	-5	-17	1
CC(C)(C)NCC(O)Cn1cc(C=O)c2ccccc21 (configuration not stated)	-11	-7	5	-9	10	17	1	-4

Sorted by value in UBC13 polyUb (ascending): 3 of the compounds above
smiles,CXCR6 inh,EBI2 block,ATG4B inhibitor,CCR6 antagonist,UBC13 polyUb,APJ antag
CCOc1ccc(S(=O)(=O)Nc2ccc(C(=O)N3CCCC3)cc2)cc1C(N)=O,-2,8,7,-3,-10,31
CCOC(=O)N1CCC(N2C(=O)c3ccc(C(=O)Nc4ccc(OC)cc4)cc3C2=O)CC1,-11,43,-11,9,-2,10
COc1ccc(Nc2cccc3ccccc23)cc1,-6,1,-1,8,1,-91

Next section
SMILES	Gli-Sufu block	CXCR6 inh	EBI2 block	ATG4B inhibitor	CCR6 antagonist	UBC13 polyUb	APJ antag	APJ ag
CC(C)c1cc(C(=O)Nc2cc(Cl)ccc2O)no1	-2	5	8	18	10	4	-50	2
COc1cc(/C=C(\C#N)c2nn(CCO)c(N)c2C#N)cc(OC)c1OC	6	-3	-4	-12	7	-17	9	-4
NCCCC[C@H]1CNC(=O)C(=O)N1CCc1cccc(F)c1	-4	-7	-2	-2	0	4	8	4
Cn1c(=O)n(CC(=O)NCC2CCCO2)c(=O)c2c3c(sc21)CCCC3 (configuration not stated)	40	6	0	0	25	0	24	-3
COc1ccccc1C(=O)N1CCN=C1c1ccccc1	-8	-4	1	-4	16	4	-15	-4
CCN(C(=O)COC(=O)C1CCN(S(=O)(=O)c2ccc3c(c2)OCCO3)CC1)C1CCCCC1	-4	-5	2	-3	8	-1	23	-2
Cn1c(CN2CCCCC2)nc2cc(NC(=O)c3cccc(Br)c3)ccc21	1	-2	-7	1	19	9	24	2
CCc1ccc(N2CC(C(=O)OCc3nc4ccsc4c(=O)[nH]3)CC2=O)cc1 (configuration not stated)	-11	-4	2	-4	5	10	13	-2
Cc1ccc(C(=O)c2c3ccccc3[n+]([O-])n2CCO)cc1	-13	-11	-12	3	-7	-17	-74	7
COc1ccc(C(=O)CC(=O)C(=O)NCCc2cccc(C)c2)cc1	-2	19	2	-3	21	-23	8	-1
CC(=O)c1c2c3c(cccc3n(C)c1=O)C(=O)c1ccccc1-2	-2	x	x	0	5	-91	-13	6
Cc1cc(C)c(NC(=O)CSc2nnc(CNC(=O)c3c(F)cccc3Cl)o2)c(C)c1	-3	2	0	-9	7	11	11	-5
O=C(O)c1ccc(N/N=C/c2ccc3ncccc3c2)cc1	67*	-6	0	-5	8	-2	-9	2
COc1cc2c(-c3ccc4c(c3)OCO4)c(-c3ccsc3)oc(=O)c2cc1OC	-26	8	10	1	21	-3	3	-4
N#CC1=C2SCN(c3ccccc3)CN2C(=O)CC1c1c(Cl)cccc1Cl (configuration not stated)	1	-3	18	-9	4	-10	-6	2
COc1cc(Br)cc(C=Nc2cccc(C(F)(F)F)c2)c1O	-5	3	-8	26	-20	x	x	x
CCOC(=O)NN1C(=O)c2ccccc2NC1(C)C	-3	-3	-8	2	4	15	6	-3
C=CCN1C(=O)CSC1=Nc1ccc(C(=O)O)cc1	5	-7	-17	-2	11	-4	2	-3
O=C(Nc1ccc(F)cc1)c1ccc2c(=O)n3c(nc2c1)CCCCC3	-48	-9	8	-4	17	11	-2	-2
Cc1nnsc1S(=O)c1ccccc1Cl (configuration not stated)	-14	5	-14	7	-1	-2	14	-2
CC(=O)c1ccc(NC(=O)C2CCCN(c3ncnc4c3nc3n4CCCCC3)C2)cc1 (configuration not stated)	-7	0	7	4	19	-2	-2	-2
CCOc1ccc(NC(=O)CN(C)C(=O)c2n[nH]c(=O)c3ccccc23)cc1OCC	-1	-18	7	12	8	0	26	-6
Cc1nc(N2CCC(C)CC2)c2c(C)c(C(=O)Nc3ccc(C)c(F)c3)sc2n1	33	-4	-15	-8	-11	22	-6	3
COc1ccc([N+](=O)[O-])cc1NC(=O)C(C)OC(=O)CSC(C)C(=O)Nc1cc(C)on1 (configuration not stated)	-20	-10	-1	2	13	-5	6	-4
COC(=O)CSc1nnc2n(C3CCCCC3)c(=O)c3c4c(sc3n12)CCCC4	1	3	10	2	15	3	16	5
COCCN(C(=O)CNC(=O)c1ccco1)C(C(=O)NC1CCCC1)c1ccc(OC)c(OC)c1 (configuration not stated)	-17	-3	-7	-6	-2	4	19	1
Cc1ccc(NC(=O)CCNC(=O)c2ccccc2Cl)cc1S(=O)(=O)N1CCCCCC1	-7	2	1	-2	7	16	-13	-5
CCOC(=O)C1(CCc2ccccc2)CCN(C(=O)C2=C(C)OCCO2)CC1	10	2	-1	8	18	-2	-5	-2
Cn1cccc1/C=N/n1c(-c2ccco2)n[nH]c1=S	0	-11	-7	-1	-8	-7	10	-2
CC1(C)CC(=O)C=C(NNC(=O)c2cccnc2)C1	-7	7	0	-3	3	-6	10	-3
Cc1ccc(NC(=O)C2=C(O)CCn3c2nc2ccccc23)cc1	5	14	13	-6	20	0	16	-3
Cn1c(SCC(=O)NCc2ccccc2)nnc1C1CC1	-15	-6	-9	5	-5	-6	4	1
CCOC(=O)N1CCN(C(=O)C2CCN(c3nnc(-n4cccc4)s3)CC2)CC1	-6	-9	-3	-2	1	3	24	-3
COc1ccc(CNC(=O)c2ccc(S(=O)(=O)NCc3ccco3)cc2)cc1	-7	1	7	-10	9	0	-3	-4
COCCCNC(=O)Cc1c(C)c2c(cc(C)c3c(C)c(C)oc32)oc1=O	19	-1	0	5	6	-2	7	-1
Cc1onc(-c2ccccc2)c1C(=O)Nc1nnc(COc2ccc(Cl)cc2)s1	-3	-1	21	-9	9	-4	0	-4
COCCNC(=O)C(c1ccc(F)cc1)N(CC1CCCO1)C(=O)CCC(=O)Nc1ccccn1 (configuration not stated)	-16	9	-6	-3	1	x	x	x
Cc1noc(C)c1C(=O)Nc1ccc(-c2nnc3n2CCCCC3)cc1	-14	4	0	-4	-2	0	2	-4
